STK33 inh – inhibitors of human STK33 kinase. ADP-Glo luminescence, MBP substrate. inhibition, % at 12.5 µM. actives 0.44% (n = 27,000); in the data active means inhibition above about 20%; inconclusive means no clear call, values can overlap the other calls
Target sequence (Q9BYT3 whole entry, looked up): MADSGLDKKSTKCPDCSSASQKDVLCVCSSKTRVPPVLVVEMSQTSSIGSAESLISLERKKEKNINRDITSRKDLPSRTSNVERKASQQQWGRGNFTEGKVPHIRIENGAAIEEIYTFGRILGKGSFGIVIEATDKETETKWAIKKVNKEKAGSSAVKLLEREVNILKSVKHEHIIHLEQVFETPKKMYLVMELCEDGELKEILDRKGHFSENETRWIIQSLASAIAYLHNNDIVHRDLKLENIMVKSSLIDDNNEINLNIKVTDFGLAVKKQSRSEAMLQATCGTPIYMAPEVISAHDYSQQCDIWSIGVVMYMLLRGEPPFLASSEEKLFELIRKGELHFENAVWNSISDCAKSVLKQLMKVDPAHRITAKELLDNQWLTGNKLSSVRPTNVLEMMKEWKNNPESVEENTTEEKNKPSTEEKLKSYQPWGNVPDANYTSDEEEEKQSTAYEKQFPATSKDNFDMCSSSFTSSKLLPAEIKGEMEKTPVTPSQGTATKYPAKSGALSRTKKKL
p53 PUMA act – re-activators of the mutant p53 pathway; actives 1.5% (n = 28,000); activation, % at 9.98 µM; AID 624151; SW480 PUMA-promoter luciferase, p53 mutant reactivation; in the data active means activation above about 52%; inconclusive means no clear call, values can overlap the other calls
Active calls of the source: *; u = inconclusive; x = not tested or not shown. Only part of the results is shown (hit frequency here may not be typical).

Values run as follows: STK33 inh | p53 PUMA act
1: CC(C)NC(=O)Nc1ccc2c(c1)C(=O)N([C@@H](C)CO)C[C@@H](C)[C@@H](CN(C)C(=O)c1ccncc1)OCCCC[C@H](C)O2
→ x | -3.1
2: CC1=CC[C@@]2(C)CC[C@@](O)(C(C)C)[C@@H]2[C@@H](O)C1
→ -3.6 | 0.6
3: COc1ccc(-c2cnc3c(c2)C(=O)N([C@H](C)CO)C[C@H](C)[C@H](CN(C)C(=O)Nc2ccccc2)O3)cc1
→ 1.3 | x
4: C[C@H](CO)N1C[C@H](C)[C@H](CN(C)S(=O)(=O)c2cn(C)cn2)Oc2ccc(NC(=O)Cc3cn(C)c4ccccc34)cc2C1=O
→ -6.8 | x
5: CN(C)c1nc(Nc2nc3ccccc3[nH]2)nc(N(C)C)n1
→ 0.6 | -17.3
6: COc1ccc(NC(=O)N(C)C[C@@H]2Oc3ccc(NC(=O)Cn4cnnn4)cc3C(=O)N([C@@H](C)CO)C[C@@H]2C)cc1
→ -1.7 | x
7: C[C@H]1CN([C@@H](C)CO)C(=O)c2cc(C#CCN(C)C)cnc2O[C@@H]1CN(C)Cc1cccc(C(=O)O)c1
→ x | 2.1
8: O=C(NCc1cccs1)c1cc(-c2ccccc2)oc1C(F)(F)F
→ x | 8.9
9: C=CC[C@]1(C(=O)NCCCOC)N=C(c2ccc(OCCCO)cc2)O[C@H]1c1ccccc1
→ -6.7 | x
10: Cn1c(/C=C/C=C/N2CCCC2)nc2ccccc2c1=O
→ 1.7 | x
11: C[C@@H]1CN([C@H](C)CO)C(=O)Cc2cc(NC(=O)Nc3ccccc3)ccc2O[C@@H]1CN(C)Cc1ccc(Cl)c(Cl)c1
→ 0.7 | x
12: Cn1c(SCC(=O)c2ccc(F)cc2)nnc1-c1ccc(NC(=O)c2ccccc2Br)cc1
→ 4.0 | 0.8
13: C[C@H](CO)N1C[C@H](C)[C@@H](CN(C)CC2CC2)Oc2ccc(NS(=O)(=O)c3cccs3)cc2C1=O
→ x | -2.1
14: Cc1ccc2nc(-c3ccccc3)cc(C(=O)NCCCn3ccnc3)c2c1
→ 3.3 | 15.0
15: CC(C)(O)C(O)COc1c2occc2cc2ccc(=O)oc12 (stereo not drawn)
→ -3.1 | -6.7
16: Cc1ccc(-c2ccc3c(c2)O[C@@H](CN(C)C(=O)Nc2ccc(C(F)(F)F)cc2)[C@@H](C)CN([C@H](C)CO)S3(=O)=O)cc1
→ x | -56.4
17: COC(=O)c1ccccc1NC(=O)CNS(=O)(=O)c1cc(Cl)ccc1Cl
→ 3.3 | 3.3
18: C[C@H]1CN([C@@H](C)CO)C(=O)Cc2cc(NC(=O)NC3CCCCC3)ccc2O[C@@H]1CN(C)S(=O)(=O)c1cn(C)cn1
→ -1.5 | -4.0
19: C[C@H]1CN([C@@H](C)CO)C(=O)c2cc(NC(=O)NC3CCCCC3)ccc2O[C@H]1CN(C)S(=O)(=O)c1ccc(Cl)cc1
→ -9.4 | -6.4
20: Cc1nnc(SCc2ccccc2C#N)n1-c1ccccc1
→ -0.8 | 4.3
21: CC(C)[C@H](C)NC(=O)N(C)C[C@H]1OCc2ccccc2-c2ccccc2C(=O)N([C@@H](C)CO)C[C@@H]1C
→ x | 11.9
22: Cc1ccc(SCc2[nH]n(-c3nc4ccccc4s3)c(=O)c2C=NCc2ccco2)cc1
→ x | -1.9
23: CCc1cc(=O)oc2cc(OCc3cc(C(=O)OC)oc3C)ccc12
→ -1.0 | 9.6
24: COC(=O)Cc1[nH]nc2c1C1(CCSCC1)C(C#N)=C(N)O2
→ -1.7 | -2.1
25: C[C@H](CO)N1C[C@H](C)[C@H](CN(C)S(C)(=O)=O)Oc2ncc(/C=C/c3ccccc3)cc2C1=O
→ -4.8 | x
26: CCOC(=O)c1ccc(NC(=O)Cn2cnc3ccccc3c2=O)cc1
→ 0.7 | 20.2
27: O=C(CCNc1ccc2c(c1)oc1ccccc12)c1ccc([N+](=O)[O-])cc1
→ -5.2 | 12.4
28: COc1ccccc1CC(=O)Nc1ccccc1C(=O)NC(C)(C)C
→ 3.4 | -2.7
29: COc1ccc(CN(C)C[C@@H]2Oc3c(NC(=O)c4cnccn4)cccc3C(=O)N([C@H](C)CO)C[C@H]2C)cc1
→ x | 7.0
30: NC(=O)NCC#Cc1ccc2c(c1)[C@]1(C(=O)N2)[C@H](C(=O)N2CCCCCCC2)[C@H]2C(=O)O[C@H](c3ccccc3)[C@H](c3ccccc3)N2[C@@H]1c1ccccc1OCCO
→ u | x

A different layout for some results above.
21	CC(C)[C@H](C)NC(=O)N(C)C[C@H]1OCc2ccccc2-c2ccccc2C(=O)N([C@@H](C)CO)C[C@@H]1C
  STK33 inh = x
  p53 PUMA act = 11.9
22	Cc1ccc(SCc2[nH]n(-c3nc4ccccc4s3)c(=O)c2C=NCc2ccco2)cc1
  STK33 inh = x
  p53 PUMA act = -1.9
23	CCc1cc(=O)oc2cc(OCc3cc(C(=O)OC)oc3C)ccc12
  STK33 inh = -1.0
  p53 PUMA act = 9.6
24	COC(=O)Cc1[nH]nc2c1C1(CCSCC1)C(C#N)=C(N)O2
  STK33 inh = -1.7
  p53 PUMA act = -2.1

The list continues:
Values run as follows: STK33 inh | p53 PUMA act
31: C[C@H]1CN([C@@H](C)CO)C(=O)Cc2cc(NS(=O)(=O)c3cccs3)ccc2O[C@@H]1CN(C)S(=O)(=O)c1cn(C)cn1
→ 3.2 | x
32: COc1cc(CN2CCN(Cc3ccco3)CC2)c([N+](=O)[O-])cc1OC
→ 1.4 | 5.6
33: CCN(CC)S(=O)(=O)c1cccc(C(=O)NN)c1
→ 2.6 | x
34: CC(=O)c1cccc(NC(=O)CCN2C(=O)C3C4CCC(C4)C3C2=O)c1 (stereo not drawn)
→ 0.1 | -0.4
35: Cc1ccc(S(=O)(=O)N(C)C[C@H]2Oc3ccc(NC(=O)C4CC4)cc3CC(=O)N([C@H](C)CO)C[C@@H]2C)cc1
→ x | 0.2
36: Cc1ccc(-n2c(SCC(=O)N(C)c3ccccc3)nc3nc4c(cc3c2=O)COC(C)(C)C4)cc1
→ 1.5 | -12.9
37: Cc1nc(SCC(=O)Nc2ccnc3ccccc23)n[nH]1
→ 14.0 | -23.3
38: Cc1nn2c(-c3cccc(NC(=O)CN4CCCCC4)c3)nnc2c2ccccc12
→ -1.7 | 12.1
39: Cc1ccc(S(=O)(=O)Nc2ccc(C(=O)Nc3cccc(N(C)S(C)(=O)=O)c3)cc2)cc1
→ -3.5 | 4.9
40: COCC(=O)Nc1ccc2c(c1)[C@@H]1C[C@@H](CC(=O)O)O[C@@H](CO)[C@@H]1O2
→ x | 0.2
41: CNC[C@H]1Oc2c(NC(=O)c3nc4ccccc4s3)cccc2C(=O)N([C@@H](C)CO)C[C@@H]1C
→ x | 6.6
42: COc1ccccc1-c1ccc2c(c1)O[C@@H](CN(C)C(=O)c1ccncc1)[C@H](C)CN([C@@H](C)CO)S2(=O)=O
→ x | 6.8
43: O=C(O)CCC/C=C\CC1C2CCC(O2)C1CNNC(=O)Nc1ccccc1 (stereo not drawn)
→ x | -0.1
44: c1ccc(COCCCc2cnc[nH]2)cc1
→ x | -5.9
45: CN(C)/C=C/C=C1C(=O)CCCC1=O
→ x | 8.1
46: CSc1nnc(-c2cc(OCC(F)(F)F)nc(OCC(F)(F)F)c2)n1Cc1ccco1
→ 2.6 | x
47: CS(=O)(=O)N(CC(=O)Nc1ccc(Oc2ccccc2)cc1)c1ccc(F)c(Cl)c1
→ -3.5 | -3.9
48: CNC(=S)N(Cc1ccncc1)C1CC(=O)N(c2ccc(OC)cc2)C1=O (stereo not drawn)
→ -1.6 | 4.0
49: COCC(=O)Nc1ccc2c(c1)[C@@H]1C[C@H](CC(=O)NCc3ccc(Cl)cc3)O[C@@H](CO)[C@@H]1O2
→ x | 5.1
50: CC(C)(C)S(=O)(=O)/C(C#N)=C/c1sccc1C1OCCO1
→ x | -1.4
51: Cc1ccc(CN(CC(=O)O)S(=O)(=O)c2ccc(Br)cc2)cc1
→ -4.6 | 29.3
52: C[C@H](CO)N1C[C@H](C)[C@@H](CN(C)S(=O)(=O)c2cccc(F)c2)OCc2cn(nn2)CCCC1=O
→ -0.8 | x
53: COc1ccc(NC(=O)CSC2CC(=O)N(c3cc(Cl)cc(Cl)c3)C2=O)cc1 (stereo not drawn)
→ -1.1 | 3.9
54: O=C(CSc1nc2ccc(NC(=O)c3ccccc3F)cc2s1)c1cccc([N+](=O)[O-])c1
→ -0.3 | 75.7*
55: O=C1c2ccccc2-[n+]2ccc3c([nH]c4ccccc43)c21
→ 5.1 | 0.1
56: CC12CCC3C(CCC4CC(O)CCC43C)C1CC=C2c1ccccc1 (stereo not drawn)
→ x | 9.4
57: COc1c(O)ccc(C(c2cn(C)c3ccccc23)c2cn(C)c3ccccc23)c1[N+](=O)[O-]
→ -3.4 | -19.9
58: Cc1ccc(-c2cc(C(=O)NCc3ccco3)no2)cc1
→ -3.0 | 73.4*
59: Cc1cc(C)c(NC(=O)CSc2nc3ccc(NC(=O)c4ccccc4C)cc3s2)c(C)c1
→ -0.1 | -6.1
60: Cc1ccc(S(=O)(=O)Nc2ccc3c(c2)C(=O)N([C@H](C)CO)C[C@H](C)[C@@H](CN(C)C(=O)Nc2ccc4c(c2)OCO4)OCCCC[C@@H](C)O3)cc1
→ -2.9 | x
61: CCOc1ccc2nc(SCC(=O)Nc3c(C)cccc3C)[nH]c2c1
→ -0.2 | 5.5
62: C[C@@H]1CC(=O)C2=C(C1)C[C@@H](O)[C@@]1(O)C2C(=O)c2cccc(O)c2[C@@H]1O (stereo partly drawn)
→ -9.1 | -3.2
63: Cc1ccnc(NC(=O)Cn2cnc3c2c(=O)n(C)c(=O)n3C)n1
→ 0.1 | -4.8
64: Cc1c(CC(=O)O)c(=O)oc2cc(OCC(=O)O)ccc12
→ 1.4 | -5.1
65: C[C@@H]1CN([C@@H](C)CO)C(=O)c2cc(NC(=O)C3CC3)ccc2O[C@@H]1CN(C)CC1CCCCC1
→ 1.5 | x
66: C=CCN1Cc2ccccc2[C@H]2OC(c3ccc(OCCCO)cc3)=N[C@@]2(Cc2ccccc2)C1=O
→ 5.2 | x
67: NC(N)=NC(N)=Nc1cccc(Cl)c1
→ -0.4 | x
68: CCn1c(-c2nonc2NC(=O)c2ccccc2)nc2ccccc21
→ 10.6 | -26.6
69: C[C@@H]1CN([C@H](C)CO)C(=O)c2cc(NC(=O)Nc3ccc(C(F)(F)F)cc3)ccc2O[C@H]1CN(C)S(=O)(=O)c1ccccc1
→ -1.2 | x
70: C[C@H](CO)N1C[C@H](C)[C@H](CN(C)Cc2ccncc2)Oc2ccc(NC(=O)Cc3cn(C)c4ccccc34)cc2CC1=O
→ -4.1 | -8.4
71: C[C@H](CO)N1C[C@H](C)[C@@H](CN(C)C(=O)Nc2cccc3ccccc23)Oc2ccc(NC(=O)C3CC3)cc2C1=O
→ x | 0.2
72: C[C@H]1CN([C@@H](C)CO)C(=O)Cc2cc(NS(=O)(=O)c3cccs3)ccc2O[C@@H]1CN(C)CC1CCCCC1
→ 2.4 | x
73: COc1ccc([Si](C)(C)[C@H]2[C@H](CCn3cc([C@H](O)c4ccccc4)nn3)O[C@@]3(C(=O)N(C)c4ccccc43)[C@@H]2C)cc1
→ 2.8 | x
74: O=C(O)CCC(=O)Nc1ccc(-c2nc3ccccc3o2)cc1
→ 1.4 | 21.8
75: CNC[C@@H]1Oc2ccc(N(C)C)cc2CC(=O)N([C@H](C)CO)C[C@@H]1C
→ 1.3 | -4.0
76: CS(=O)(=O)N(CC(=O)Nc1ccccc1C(F)(F)F)c1ccccc1Br
→ -6.5 | 9.9
77: CNC[C@@H]1Oc2ccc(N)cc2C(=O)N([C@@H](C)CO)C[C@H]1C
→ x | -1.6
78: C[C@H]1CN([C@@H](C)CO)C(=O)Cc2cc(NS(=O)(=O)c3ccc(F)cc3)ccc2O[C@@H]1CN(C)S(=O)(=O)c1cccs1
→ -0.9 | x
79: COc1ccc(NC(=O)Nc2cccc3c2O[C@@H](CN(C)S(=O)(=O)c2ccc(OC)cc2)[C@@H](C)CN([C@@H](C)CO)C3=O)cc1
→ x | 4.9
80: C[C@@H]1CN([C@H](C)CO)C(=O)Cc2cc(NC(=O)C3CCCCC3)ccc2O[C@H]1CN(C)C(=O)Nc1ccc(C(F)(F)F)cc1
→ -2.2 | x
81: C[C@H]1CN([C@@H](C)CO)C(=O)c2cc(NC(=O)C3CC3)ccc2O[C@@H]1CN(C)C(=O)Nc1ccc2c(c1)OCO2
→ -1.8 | x
82: O=C(O)CC(NC(=O)c1ccccc1)c1ccccc1 (stereo not drawn)
→ -0.2 | 2.7
83: CC(C)NC(=O)Nc1ccc2c(c1)CC(=O)N([C@@H](C)CO)C[C@H](C)[C@H](CN(C)CC1CC1)O2
→ 1.9 | -1.0
84: Cc1ccc(S(=O)(=O)Nc2ccc3c(c2)C(=O)N([C@@H](C)CO)C[C@@H](C)[C@@H](CN(C)C(=O)Nc2ccc(C(F)(F)F)cc2)O3)cc1
→ 2.0 | x
85: COC(=O)c1cc(NC(=O)CN(c2cc(C)cc(C)c2)S(C)(=O)=O)ccc1Cl
→ -0.3 | -12.0
86: C[C@@H]1CCCCO[C@H](CN(C)Cc2ccc3c(c2)OCO3)[C@@H](C)CN([C@H](C)CO)C(=O)c2cc(NC(=O)Nc3ccccc3)ccc2O1
→ 1.6 | x
87: Cc1ccc(SC(C)C(=O)c2ccc(C)c(Cl)c2)cc1 (stereo not drawn)
→ -1.1 | x
88: C[C@H](CO)N1C[C@H](C)[C@H](CN(C)S(=O)(=O)c2ccc(F)cc2)Oc2ccc(NC(=O)Cc3ccccc3)cc2C1=O
→ 4.0 | x
89: COC(=O)[C@H]1[C@@H]2COc3ccccc3[C@H]2N[C@H]1C(=O)OC
→ -3.0 | x
90: COC(=O)C[C@H]1C[C@H]2c3cc(N(C)C)ccc3O[C@H]2[C@H](CO)O1
→ x | 3.3
91: C[C@@H]1CN([C@H](C)CO)C(=O)Cc2cc(NS(C)(=O)=O)ccc2O[C@@H]1CN(C)CC1CCCCC1
→ -5.2 | 7.7
92: COc1cccc(-c2cc(C(F)(F)F)n3nc(C(=O)Nc4c(C#N)cnn4C)cc3n2)c1
→ 5.4 | 29.3

Source: PubChem BioAssay (Broad Institute)
